PrPC surface inh: inhibitors of human cell surface prion protein PrPC. P04156. TR-FRET read-out. inhibition, % at 13.8 µM. 370,000 compounds, 0.43% hits; in the data active = inhibition above about 24%; also: 0% = median of the test wells and 100% = reference compound wells
PfHsp40 yeast: restores yeast growth despite PfHsp40 toxicity. growth rescue, % at 12.5 µM. S. cerevisiae expressing PfHsp40, growth rescue, ATP luminescence. 340,000 compounds, 0.68% hits; in the data active = growth rescue above about 28%, passing the limit was not always enough; inconclusive = no clear call, values can overlap the other calls;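 also: yeast W303a lacking pdr1 and pdr3 grown in galactose medium; growth measured after three days at 30 °C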
Anthrax LF inh2: blocks Bacillus anthracis lethal factor protease. P15917. multiplex microsphere protease cleavage assay, LF. inhibition, % at 10 µM. 360,000 compounds, 0.12% hits. AID 588501; also: plate controls were buffer without enzyme for full effect and enzyme alone for no effect
SSB-PriA inh: blocks PriA binding to SSB C-terminal tail; AlphaScreen SSBct-PriA binding, biotinylated peptide; inhibition, % at 33 µM; 430,000 compounds, 0.6% hits; in the data active = inhibition mostly above about 37%, no sharp cut-off; inactive = mostly below about 20%;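 also: plate controls were negative control peptide for no effect and reference peptide for full effect; strong numbers were not always called active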
TcdB inh: blocks C. difficile toxin B glycohydrolase activity. inhibition, % at 9.99 µM. 350,000 compounds, 0.24% hits. TcdB glycohydrolase enzymatic assay, plate reader. P18177. AID 652162; in the data active = inhibition above about 10%
Target sequence (P18177 whole entry, looked up): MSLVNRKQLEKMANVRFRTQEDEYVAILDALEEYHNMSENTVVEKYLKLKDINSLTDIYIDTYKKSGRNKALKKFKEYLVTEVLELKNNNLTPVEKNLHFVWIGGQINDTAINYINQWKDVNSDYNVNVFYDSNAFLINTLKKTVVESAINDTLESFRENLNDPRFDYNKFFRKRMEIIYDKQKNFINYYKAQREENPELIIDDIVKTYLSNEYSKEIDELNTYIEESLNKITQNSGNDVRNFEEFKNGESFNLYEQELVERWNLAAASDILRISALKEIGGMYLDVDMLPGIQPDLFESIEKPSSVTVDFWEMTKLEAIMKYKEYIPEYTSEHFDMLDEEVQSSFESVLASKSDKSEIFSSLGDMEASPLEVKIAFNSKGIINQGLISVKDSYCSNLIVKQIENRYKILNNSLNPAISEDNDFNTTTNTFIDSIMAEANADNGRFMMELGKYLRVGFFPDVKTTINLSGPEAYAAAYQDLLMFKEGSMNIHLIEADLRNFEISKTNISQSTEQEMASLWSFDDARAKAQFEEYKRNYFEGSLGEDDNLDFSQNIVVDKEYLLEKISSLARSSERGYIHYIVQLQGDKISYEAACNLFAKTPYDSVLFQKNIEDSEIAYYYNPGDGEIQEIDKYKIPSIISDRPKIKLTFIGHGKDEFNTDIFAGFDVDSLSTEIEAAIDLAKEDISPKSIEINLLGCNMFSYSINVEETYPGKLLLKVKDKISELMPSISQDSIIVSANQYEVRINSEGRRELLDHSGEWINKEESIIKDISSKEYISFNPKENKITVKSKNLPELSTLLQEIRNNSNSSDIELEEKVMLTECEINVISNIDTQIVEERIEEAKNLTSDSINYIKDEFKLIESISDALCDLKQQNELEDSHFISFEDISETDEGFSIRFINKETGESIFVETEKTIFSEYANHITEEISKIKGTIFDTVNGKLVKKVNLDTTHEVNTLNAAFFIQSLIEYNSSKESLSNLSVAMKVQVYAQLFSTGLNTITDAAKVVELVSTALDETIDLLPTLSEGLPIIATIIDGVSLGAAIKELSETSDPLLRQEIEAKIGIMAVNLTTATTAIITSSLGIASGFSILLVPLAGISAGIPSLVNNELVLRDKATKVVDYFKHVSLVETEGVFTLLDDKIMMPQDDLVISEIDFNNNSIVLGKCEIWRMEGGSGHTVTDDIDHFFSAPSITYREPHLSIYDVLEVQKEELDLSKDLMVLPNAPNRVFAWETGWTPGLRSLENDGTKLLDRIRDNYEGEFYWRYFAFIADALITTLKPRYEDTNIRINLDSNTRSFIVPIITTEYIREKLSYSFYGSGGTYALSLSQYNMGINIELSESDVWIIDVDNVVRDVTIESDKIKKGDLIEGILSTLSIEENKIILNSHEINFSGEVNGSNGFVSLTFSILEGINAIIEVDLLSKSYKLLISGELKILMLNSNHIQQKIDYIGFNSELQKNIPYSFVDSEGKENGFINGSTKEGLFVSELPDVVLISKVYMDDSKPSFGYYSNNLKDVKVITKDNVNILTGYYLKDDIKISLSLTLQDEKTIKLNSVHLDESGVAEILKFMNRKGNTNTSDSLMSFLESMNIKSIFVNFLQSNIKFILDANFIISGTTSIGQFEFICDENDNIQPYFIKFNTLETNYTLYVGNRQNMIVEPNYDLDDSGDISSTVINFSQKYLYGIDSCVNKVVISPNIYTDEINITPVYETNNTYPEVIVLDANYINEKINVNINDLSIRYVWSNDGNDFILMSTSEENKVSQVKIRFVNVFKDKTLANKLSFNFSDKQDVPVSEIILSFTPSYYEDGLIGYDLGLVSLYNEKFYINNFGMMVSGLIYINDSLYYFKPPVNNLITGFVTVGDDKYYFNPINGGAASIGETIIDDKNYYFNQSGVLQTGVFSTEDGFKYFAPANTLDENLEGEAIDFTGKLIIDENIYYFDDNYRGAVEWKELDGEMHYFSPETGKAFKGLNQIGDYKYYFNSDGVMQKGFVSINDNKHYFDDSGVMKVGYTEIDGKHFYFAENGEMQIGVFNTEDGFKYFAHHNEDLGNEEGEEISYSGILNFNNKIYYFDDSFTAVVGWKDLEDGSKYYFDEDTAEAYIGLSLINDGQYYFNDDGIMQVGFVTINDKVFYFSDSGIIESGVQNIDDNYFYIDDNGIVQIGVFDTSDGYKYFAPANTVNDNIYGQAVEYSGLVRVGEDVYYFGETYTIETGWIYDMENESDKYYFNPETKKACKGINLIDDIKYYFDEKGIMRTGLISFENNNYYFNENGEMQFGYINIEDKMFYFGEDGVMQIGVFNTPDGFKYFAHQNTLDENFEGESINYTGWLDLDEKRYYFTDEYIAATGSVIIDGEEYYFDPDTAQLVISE
Vc quorum ag: induces V. cholerae light production without autoinducers | activation, % at 18.7 µM | V. cholerae BH1578 lux reporter, luminescence, 6 h | 350,000 compounds, 0.16% hits | AID 588436; in the data active = activation mostly above about 9.7%, no sharp cut-off; inconclusive = no clear call, values can overlap the other calls; inactive = mostly below about 3.7%; also: not every result past the cut was called active; inactives centre near 0; reference of the scale not given here
BoNT-A LC inh2: inhibitors of Botulinum neurotoxin A light chain protease | multiplex microsphere protease substrate cleavage, flow cytometry | inhibition, % at 10 µM | 360,000 compounds, 0.17% hits | AID 588499; also: plate controls were buffer without enzyme for full effect and enzyme alone for no effect
Yp Topo-I inh: Y. pestis Topo-I inhibition via cleavage products; Y. pestis Topo-I cleavage product accumulation, plate reader; activity, % at 10 µM; 360,000 compounds, 0.064% hits; AID 504884; in the data active = activity above about 50%, passing the limit was not always enough; inconclusive = no clear call, values can overlap the other calls; also: inactives centre near 2
SARS 3CLpro inh: SARS-CoV 3CLpro protease inhibition. recombinant SARS-CoV 3CLpro, quenched FRET peptide cleavage. inhibition, % at 6 µM. 290,000 compounds, 0.14% hits. AID 1706; in the data active = inhibition above about 12%
The depositor's hits bear a star; i = inactive; ? = inconclusive; . = no result given; & = joins results of further samples. Rule as the data show it, unless noted: active = inhibition above about 30%; inconclusive = no clear call, values can overlap the other calls; inactive = below that. Not all compounds are listed; rates above refer to the full screens.

Compound	PrPC surface inh	PfHsp40 yeast	Anthrax LF inh2	SSB-PriA inh	TcdB inh	Vc quorum ag	BoNT-A LC inh2	Yp Topo-I inh	SARS 3CLpro inh
CCn1c(SCC(=O)Nc2nc3c(s2)CCCC3)nnc1-c1ccccc1	3	-1.6	-3	-2	.	i	-0.3	12	2
O=C(CN1CCCC1)NN=C(c1ccccc1)c1ccccc1	2	-0.5	1	-16	0.3	4.5	-1.0	9	-4
COc1ccccc1N1CCN(C(=O)Nc2cccc(C)c2)CC1	6	4.9	-1	-8	.	-0.5	-2.9	0	0
COc1ccc(N2CCN(S(=O)(=O)CCNC(=O)C3CCCCC3)CC2)cc1	8	2.0	0	-6	1.5	i	2.2	4	3
CCn1cc(C(=O)OC)c(=O)c2cc(S(=O)(=O)N(C)C3CCCCC3)ccc21	4	0.2	-7	-6	1.0	-0.6	-0.4	7	3
CCCCn1c(N)c(N(CCOC)C(=O)C2CC(=O)N(c3cccc(SC)c3)C2)c(=O)[nH]c1=O (stereo not drawn)	6	0.0	-5	-5	-1.9	2.4	2.9	0	.
CCc1ccc(S(=O)(=O)Nc2cc3c(cc2C)n(C)c(=O)n3C)cc1	16	0.5	-2	-12	-1.1	i	2.8	8	2
C=CCc1cccc(/C=N/NC(=O)c2ccccc2Br)c1O	0	?	-2	.	4.7	.	-0.9	-2	7
Cc1cc(=O)n2nc(N3CCC(C(=O)N4CCN(c5ccccc5)CC4)CC3)sc2n1	1	-0.2	-1	-3	-0.3	-0.3	-0.2	16	0
COc1cc(OC)cc(C2C(C#N)=C(N)Oc3n[nH]c(-c4cccnc4)c32)c1 (stereo not drawn)	6	0.6	-1	4	0.8	i	0.5	-1	5
O/N=C/c1ccc(OCc2ccccc2F)c(Cl)c1	-1	3.6	-2	.	.	-0.1	-0.2	-4	1
C[C@H](CO)N1C[C@H](C)[C@@H](CN(C)Cc2cccc(C(=O)O)c2)Oc2cc(Br)ccc2S1(=O)=O	3	.	-1	.	0.2&-0.9	i	-1.0	5	.
Cc1cccc(/C=N\NC(=O)c2ccc(Cl)cc2)c1O	15	.	-1	.	-8.3	-0.4	-1.6	-1	0
COc1ccc(NC(=O)CNC(=O)c2ccco2)cc1S(=O)(=O)Nc1cc(C)ccc1Br	8	-0.2	4	-1	-0.3	-0.8	-5.1	10	.
CCC1=C(C)C(N2CCOCC2)=NP(N2CCOCC2)(N2CCOCC2)=N1	-3	-0.1	-2	-6	.	-0.2	-0.2	-10	1
O=C(O)CCNc1nc(-c2ccccc2)nc2ccccc12	6	0.0	0	-14	.	-0.4	0.2	-1	-3
CC(=O)Nc1ccc(Nc2ncnc3c2nnn3Cc2ccccc2Cl)cc1	8	-0.9	-11	-1	-0.1	0.0	-2.0	2	-2
CCOc1ccc(N2C(=O)CC(Sc3ncccn3)C2=O)cc1 (stereo not drawn)	0	0.1	-3	-19	.	i	0.5	2	-3
CCC(CC)C(=O)N(C)c1c(C)nc2c(OCC(=O)N(C)C)cccn12	-4	.	-5	.	0.0	-1.0	0.0	0	.
COc1ccc(NC(=O)CCN2CCN(S(=O)(=O)c3cc(Cl)ccc3OC)CC2)cc1	6	-0.3	-3	0	.	0.8	-0.2	22	-6
Cc1cc(Br)c(NC(=O)CSc2n[nH]c(N)n2)c(Br)c1	6	-0.1	-5	-1	1.0	1.6	0.0	-2	.
CC(=O)c1cccc(NC(=O)COC(=O)c2ccc(S(C)(=O)=O)c([N+](=O)[O-])c2)c1	-12	-0.5	1	-10	2.7	0.6	1.6	1	5
COc1cc(C(=O)OC(C)CN2CCCC2)cc(OC)c1OC (stereo not drawn)	5	-1.0	1	-7	.	-0.3	1.8	-1	4
CCCCCC(=O)Nc1nc(C)c(-c2csc(Nc3cc(OC)ccc3OC)n2)s1	-7	0.7	-6	-5	0.3	i	-0.8	-34	-2
O=C(CCCC1=NS(=O)(=O)c2ccccc2N1)N1CCC2(CC1)OCCO2	-2	-0.7	15	7	.	i	0.1	-6	-4
O=C(CSc1ccccn1)Nc1cccc([N+](=O)[O-])c1	-9	-0.4	-3	-9	0.7	-0.9	-0.2	-5	2
CC(C(=O)NCc1cccnc1)N1C(=O)c2ccccc2C1=O (stereo not drawn)	8	-0.7	-15	-5	.	i	-1.0	-9	-6
COCCN1Cc2cccc(C(=O)Nc3ccc(C)cc3)c2C1=O	1	-0.3	1	3	1.7	0.4	-0.3	2	5
CC(NS(=O)(=O)c1cccc(S(=O)(=O)c2ccccc2)c1)C(=O)O (stereo not drawn)	8	0.7	-1	-7	.	-0.2	0.3	-2	2
O=C(COC(=O)c1ccccn1)c1cccc(Br)c1	0	0.9	2	11	-0.6	-0.5	1.4	1	1

(list continues)
Compound	PrPC surface inh	PfHsp40 yeast	Anthrax LF inh2	SSB-PriA inh	TcdB inh	Vc quorum ag	BoNT-A LC inh2	Yp Topo-I inh	SARS 3CLpro inh
CC1(C(=O)NS(=O)(=O)c2ccc(F)cc2F)CCN1C(=O)Cc1ccc(Cl)cc1Cl (stereo not drawn)	0	.	-2	.	2.7	i	-0.1	10	.
O=C(Nc1cc(-c2ccccc2)[nH]n1)c1ccccc1F	2	.	.	4	3.3	-0.3	.	-3	7
Cc1cc(NC(=O)COC(=O)CCS(=O)(=O)c2ccc(Cl)cc2)no1	-2	-0.9	-8	-4	2.4	-0.2	-2.8	1	1
COc1cc(C(=O)N2CCCc3ccccc32)cc(OC)c1OC	2	17	-1	3	.	-5.6	0.1	3	-1
COc1cccc(/C=C2/CCC(CN(C)C)C2=O)c1 (stereo not drawn)	-7	0.0	1	-17	1.3	-1.9	-0.2	33	.
CC1(C)CC2CC(C)(CN2C(=O)CCCN2C(=O)c3ccccc3C2=O)C1 (stereo not drawn)	2	0.2	.	-1	.	i	.	14	-1
c1csc(-c2nnc(COc3ccc4c(c3)OCO4)o2)c1	-1	2.2	-2	10	0.6	0.0	-0.4	-7	6
CC(=O)N(NC(N)=O)C(C)CC(=O)C1C(C)C=CCC1(C)C (stereo not drawn)	4	-0.6	.	-10	0.6	-0.5	.	-3	1
Cc1cccc(C)c1NC(=O)CNC(=O)c1ccc2c(c1)OCCO2	-4	-0.9	2	2	-0.5	i	-4.1	-1	.
O=C1CN(C(=O)COC(=O)/C=C/c2ccc(S(=O)(=O)N3CCOCC3)cc2)c2ccccc2N1	-6	-0.3	-10	-4	.	-0.4	-0.3	10	5
CC(=NCc1ccco1)c1c(C)[nH]n(-c2nc3ccccc3s2)c1=O	-9	-0.3	0	0	.	1.1	-0.2	25	1
Cc1c(Cl)c([N+](=O)[O-])nn1CCCC(=O)N1CCN(c2ccccc2)CC1	-10	0.7	0	4	0.6	i	0.2	15	5
O=C(Nc1ccccc1)[C@@H]1CCCN1S(=O)(=O)c1ccc(Cl)cc1	-9	-1.0	-7	-6	-0.3	-3.3	-0.5	-2	.
CCOc1ccc(NC(=S)N(Cc2ccc(N(C)C)cc2)Cc2ccco2)cc1	.	1.2	-7	16	-2.7	-0.3	-1.8	-2	2
O=C(COC(=O)/C=C/C(=O)N1CCN(c2ccccc2)CC1)NC(c1ccccc1)c1ccccc1	-1	1.2	-10	14	0.9	-0.4	-0.4	17	6
Clc1cc(Cl)c2nc(N3CCOCC3)sc2c1	2	0.1	1	-17	.	-1.8	0.0	2	-2
C=CCNc1ncnc2c1ncn2[C@H]1CN(Cc2cccc3ccccc23)C[C@@H](CO)O1	2	.	5	.	0.7	-4.5	-0.1	21	.
N/C(=N\OS(=O)(=O)c1cc(Cl)ccc1Cl)c1ccncc1	-1	1.9	-19	.	.	.	0.8	-5	0
O=c1/c(=C\c2cc([N+](=O)[O-])cc([N+](=O)[O-])c2O)sc2nc3ccccc3n12	.	-0.4	-1	.	.	-0.8	-0.6	-12	3
COc1cccc(/C=C/C(=O)OCC(=O)Nc2cccc(S(=O)(=O)N3CCOCC3)c2)c1OC	1	-1.1	-2	-3	-1.6	-0.3	-0.5	1	-1
Cn1c(SCC(=O)NCC2CCCO2)nc2scc(-c3ccccc3)c2c1=O (stereo not drawn)	-1	-0.8	-1	-5	0.5	0.0	0.7	10	.
CC(Oc1ccc(Cl)cc1Cl)/C(N)=N/O (stereo not drawn)	2	-0.7	10	.	0.7	i	?	5	0
CC(C)c1cc2c(c(O)c1O)[C@@]13CCCC(C)(C)C1CC2OC3=O (stereo partly drawn)	0	3.9	2	-5	-2.1	-0.4	2.8	-2	8
COc1ccccc1CN(C(=O)CNC(=O)c1ccco1)C(C(=O)NCC1CCCO1)c1ccc(OC)c(OC)c1 (stereo not drawn)	8	-0.1	-5	-15	-6.7	0.2	-0.6	-2	-3
Cc1cc(C)cc(C(=O)NCC(=O)N2CCN(C(c3ccccc3)c3ccccc3)CC2)c1	5	-0.2	0	-2	0.9	-0.2	0.5	13	2
CC(C)C(=O)N1CCC(CN=CC2=C(O)CC(C)(C)CC2=O)CC1	1	-0.3	2	-5	.	-0.2	0.0	-5	-2
CC(Sc1ncnc2c1cnn2-c1ccccc1)C(=O)Nc1ccc(N2CCOCC2)cc1 (stereo not drawn)	-5	-1.3	0	-2	0.7	-2.1	-0.3	-6	.
COc1cc(NC(=O)Cn2cnc(S(=O)(=O)N3CCCCC3)c2)cc(OC)c1OC	0	0.7	-2	-4	-1.1	-0.6	-1.6	-6	-2
COC(=O)c1nnn(Cc2ccccc2)c1N	0	-1.0	2	8	.	1.8	-0.2	3	-5
COc1ccc(CCNC(=O)CCCN2C(=O)C(c3ccccc3)Oc3cccnc32)cc1OC (stereo not drawn)	0	1.2	-4	-2	-0.1	12	0.9	27	5
O=C(Cn1c2ccc(F)cc2c2nc3n(c(=O)c21)CCS3)NCC1CCCO1 (stereo not drawn)	-6	-1.2	-6	-1	0.3	-0.5	-0.3	0	-12

A few values from the entries so far:
`COc1cc(C(=O)N2CCCc3ccccc32)cc(OC)c1OC` in SARS 3CLpro inh → -1
`c1csc(-c2nnc(COc3ccc4c(c3)OCO4)o2)c1` in PrPC surface inh → -1
`COc1cccc(/C=C/C(=O)OCC(=O)Nc2cccc(S(=O)(=O)N3CCOCC3)c2)c1OC` in BoNT-A LC inh2 → -0.5

An excerpt from above, reduced to PfHsp40 yeast, Yp Topo-I inh and Vc quorum ag.
SMILES,PfHsp40 yeast,Yp Topo-I inh,Vc quorum ag
Cc1cc(NC(=O)COC(=O)CCS(=O)(=O)c2ccc(Cl)cc2)no1,-0.9,1,-0.2
COc1ccc(CCNC(=O)CCCN2C(=O)C(c3ccccc3)Oc3cccnc32)cc1OC (stereo not drawn),1.2,27,12
